Screens deposited in PubChem BioAssay by National Center for Advancing Translational Sciences (NCATS).
D1 antag: antagonists of human D1 dopamine receptor; HEK293 TREx D1 cells, calcium flux, dopamine EC80; active compounds read low; hit rate 3.2% among 360,000; AID 504652; P21728; activity change, negative = inhibition, % at 10 µM; in the data active = activity change below about -30%; also: % is scaled to controls: 0 for no effect and ±100 for the full control effect
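Tetracycline-induced HEK293 Trex D1 cells, force-coupled to calcium, dye-loaded; compounds added and read 180 s, then EC80 dopamine added and calcium flux tracked kinetically another 180 s.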
RXFP1 ag: agonists of human relaxin receptor RXFP1. HEK293T-RXFP1 cAMP TR-FRET, 30 min; response scale: percent of porcine relaxin response, buffer zero. Potency, µM (top dose mostly 57.5 µM), without a hit: top-dose activation, usual class: activators. hit rate 0.3% among 370,000. AID 2676; active = well fitted activation curve with a large enough effect; inconclusive = small, poorly fitted or top-dose-only effect; also: potency is read from the fitted curve at half-maximal effect; % is scaled to controls: 0 for no effect and ±100 for the full control effect; nearly all actives have a fitted effect of over 60% in size; many of its hits are not listed in these tables
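Agonist response is measured as cAMP accumulation in an RXFP1-transfected HEK293T line under PDE4 inhibition. Values are scaled between buffer-only and 29 nM porcine relaxin, and EC50s come from standard Hill equation fits.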
TRHR PAM: TRH receptor (human) allosteric enhancement. P34981. TRHR cells, fluo-8 calcium fluorescence, EC20 TRH enhancement. enhancement, % at 2 µM. hit rate 0.66% among 360,000. AID 493056; in the data active = enhancement above about 30%; also: 0% is about no effect
Target sequence (P34981 whole entry, looked up): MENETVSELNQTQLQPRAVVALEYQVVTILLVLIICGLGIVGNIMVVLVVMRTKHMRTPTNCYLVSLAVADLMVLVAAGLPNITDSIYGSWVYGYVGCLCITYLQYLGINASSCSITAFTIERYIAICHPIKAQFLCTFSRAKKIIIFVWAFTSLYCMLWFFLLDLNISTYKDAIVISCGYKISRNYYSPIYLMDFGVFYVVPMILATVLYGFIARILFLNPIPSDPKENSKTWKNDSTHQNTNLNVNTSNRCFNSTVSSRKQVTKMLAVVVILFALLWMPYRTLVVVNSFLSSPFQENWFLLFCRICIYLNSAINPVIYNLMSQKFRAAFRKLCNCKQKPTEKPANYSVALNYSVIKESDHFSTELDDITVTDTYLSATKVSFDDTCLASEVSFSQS
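Enhancer read-out: after compound pinning and an initial kinetic agonist-mode read, an EC20 of TRH (10 nM final) was injected and fluo-8 calcium signal (Ex 480/Em 530) followed at 1 s/cycle for 100 cycles in TRHR-expressing cells.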
D1 agonist: activates the human D1 dopamine receptor | P21728 | HEK293 T-REx D1 cells, calcium flux, agonist mode | activation, % at 2 µM | hit rate 1% among 360,000; in the data active = activation above about 30%; also: 0% is about no effect
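Inducible HEK293 T-REx D1 cells, force-coupled to calcium signalling, were plated at 4000 cells/well with tetracycline and held overnight at 30 C. After no-wash calcium dye loading, compound-evoked calcium rise over 180 s flagged agonists.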
D1 potentiator: enhances dopamine response at the human D1 receptor; P21728; HEK293 TREx D1 cells, calcium flux, dopamine EC20 potentiation; potentiation, % at 10 µM; hit rate 0.036% among 360,000; AID 504651; in the data active = potentiation above about 30%; also: 0% is about no effect
RXFP1 antag: blocks the human relaxin receptor RXFP1. hit rate 0.59% among 350,000. AID 1259400. HEK293-RXFP1, relaxin-stimulated cAMP HTRF, 30 min; active compounds read low. activity change, negative = inhibition, % at 57.5 µM. Q9HBX9;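 active = activity change of -60% or lower, but not beyond a set lower limit; inconclusive = change between -60% and -40%, or beyond the set limit; inactive = change above -40%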; also: % is scaled to controls: 0 for no effect and ±100 for the full control effect
D2 antagonist: D2 dopamine receptor (human) antagonism; AID 485344; hit rate 2% among 340,000; inhibition, % at 10 µM; HEK293 TREx D2 cells, calcium flux, dopamine EC80; in the data active = inhibition above about 30%; also: 0% is about no effect
Target sequence (P14416 whole entry, looked up): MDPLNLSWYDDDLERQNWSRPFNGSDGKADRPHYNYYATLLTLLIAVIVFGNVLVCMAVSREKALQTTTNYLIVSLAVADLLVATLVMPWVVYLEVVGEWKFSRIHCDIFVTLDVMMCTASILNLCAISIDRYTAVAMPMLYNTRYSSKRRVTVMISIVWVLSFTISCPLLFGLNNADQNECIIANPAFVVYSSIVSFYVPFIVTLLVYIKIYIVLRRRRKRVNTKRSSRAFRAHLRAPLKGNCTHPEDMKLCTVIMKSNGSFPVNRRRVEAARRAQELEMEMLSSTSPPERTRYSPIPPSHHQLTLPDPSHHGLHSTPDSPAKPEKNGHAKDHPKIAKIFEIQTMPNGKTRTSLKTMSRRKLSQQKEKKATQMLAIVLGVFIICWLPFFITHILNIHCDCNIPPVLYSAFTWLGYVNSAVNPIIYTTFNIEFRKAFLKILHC
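In this primary screen, negative modulation is detected by tracking calcium flux after an EC80 dopamine challenge in inducible HEK293 T-REx D2 cells preexposed to test compound for 180 s.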
D2 agonist: D2 dopamine receptor (human) agonism | P14416 | HEK293 T-REx D2 cells, calcium flux agonist mode | activation, % at 2 µM | hit rate 0.53% among 340,000;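 active = activation over 3 SD above normal in the single-dose calcium agonist read, cut at about 30% in these data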; also: 0% is about no effect
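Agonism is scored from calcium flux in a force-coupled, inducible HEK293 cell line expressing D2, read kinetically for 180 s after compound addition against dopamine controls.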
D2 PAM: positive allosteric modulators of human D2 dopamine receptor. HEK293 T-REx D2, calcium flux, EC20 dopamine potentiation. potentiation, % at 10 µM. AID 485347. hit rate 0.34% among 340,000. P14416;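 active = potentiation over 3 SD above the plate norm, cut at about 30% in these data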; also: 0% is about no effect
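Calcium flux readout, no-wash dye, 1 read/s. Inducible HEK293 Trex D2 line, overnight 30 C. Compound alone 180 s (agonist flags), then EC20 dopamine, another 180 s to score potentiation.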
Numbers without * were called inactive; u = inconclusive; x = not tested or not shown.

SMILES	D1 antag	RXFP1 ag	TRHR PAM	D1 agonist	D1 potentiator	RXFP1 antag	D2 antagonist	D2 agonist	D2 PAM
CCc1nnc(NS(=O)(=O)c2ccc(NCc3ccccc3O)cc2)s1	-11	3.8%	-4	5	4	3	9	1.0	0
COc1ccc2nc3sc(C(=O)N4CCN(C)CC4)cc3cc2c1	-6	0.8%	8	6	-3	-8	19	-0.5	18
COc1c(C)cccc1C(=O)Nc1ccc(N2CCN(C(=O)c3ccccc3C)CC2)cc1	-13	0.6%	1	0	-3	-37	7	0.2	0
C=CCOc1cccc(/C=C/c2nc3ccccc3c(=O)[nH]2)c1	-17	2.3%	3	0	2	-3	4	-0.8	2
CSCCC(NC(=O)c1cccc(S(=O)(=O)N2CCOCC2)c1)c1nc2ccccc2[nH]1 (stereo not drawn)	-19	-0.4%	5	1	5	10	-8	-0.6	2
COc1cc(NC(=O)CN2C(=O)NC(c3ccccc3)(c3ccccc3)C2=O)cc(OC)c1	-8	4.5%	5	9	2	6	3	0.8	-14
CCC(C)C(=O)Nc1nc2c(s1)C(=O)CC(C)(C)C2 (stereo not drawn)	9	2.5%	-1	3	-2	x	1	-1.5	-6
COc1cc2c(cc1C1C(C#N)=C(N)OC3=C1C(=O)CC(C)(C)C3)OCO2 (stereo not drawn)	-2	-4.0%	3	4	15	-3	2	0.2	-5
O=C(Nc1ccc(Cl)cc1)Nc1csc([N+](=O)[O-])c1	-45*	0.7%	-9	19	-11	-39	6	0.8	-10
CC(C)(C)c1nc(Sc2ncccc2[N+](=O)[O-])n[nH]1	-11	-2.4%	5	5	-7	-15	6	0.6	-11
CNc1oc(Cc2ccccc2)nc1S(=O)(=O)c1ccc(Cl)cc1	-7	2.0%	1	4	-5	0	-10	-1.0	1
O=S(=O)(N1CCOCC1)n1cnc2ccccc21	0	0.7%	-1	1	-1	-4	-2	-0.6	-5
O=C(CNC(=O)c1cccc(Cl)c1)N/N=C/C=C/c1ccccc1	31	-1.7%	5	3	-3	-14	x	x	x
Cc1cccc(NC(=O)NNS(=O)(=O)c2ccc(F)cc2)c1	-10	1.5%	4	2	6	2	-7	-0.2	7
CCCCN(CC)CCCNC(=O)CCN1N=C(c2ccc(OC)cc2)CCC1=O	13	1.2%	-1	-1	0	9	x	0.4	-12
CC1CC(C)CN(C(=O)CNS(=O)(=O)c2cccs2)C1 (stereo not drawn)	-9	-1.1%	-2	3	3	7	2	1.7	4
Cn1c(Cn2c(=O)sc3ccccc32)nnc1SCC(=O)N1CCN(c2ccccc2)CC1	4	0.9%	8	0	2	x	-15	-0.6	6
CCOc1ccc(N2C(=O)CC(N(Cc3ccco3)C(=O)CCC(=O)O)C2=O)cc1 (stereo not drawn)	8	2.4%	4	0	0	-7	x	x	x
N/C(=N\OC(=O)C1CCCCC1)c1ccccn1	9	-1.5%	-2	2	-1	18	5	-0.3	11
Cc1nc(C)c(-c2csc(Nc3ccc(O)c(C(=O)O)c3)n2)s1	-3	10.0%	0	2	-3	-6	-8	-0.6	-3
O=c1c2c3c(sc2n2cnnc2n1C1CCCCC1)CCC3	-17	1.2%	-6	-2	-4	x	-4	-0.2	0
CN(Cc1nc2ccc(Cl)cc2[nH]1)Cc1nc(-c2cnccn2)no1	6	-1.2%	0	4	-1	0	4	-0.5	8
c1ccc(Cc2nnc(N3CCOCC3)c3ccccc23)cc1	10	-0.1%	1	1	4	-2	0	0.5	3
COc1ccc(S(=O)(=O)N[C@@H](Cc2ccc(Cl)cc2)C(=O)N2CC[C@@]3(O)CCCC[C@H]3C2)cc1	-13	0.1%	-2	-1	-1	13	-18	-1.3	9
CCOc1ncccc1C(=O)OCC(=O)c1cccc(Br)c1	-12	-0.9%	-6	-3	-3	-4	-1	-0.5	5
COc1cccc(NC(=S)N(CCCN2CCOCC2)C(C)c2cc3cccc(OC)c3o2)c1 (stereo not drawn)	-68*	0.7%	-6	14	-12	-1	-15	-0.1	-19
CCC(C)(CC(=O)Nc1nccs1)c1ccccc1 (stereo not drawn)	-8	0.7%	4	1	5	-18	-13	-0.5	13
COc1cc(NC(=O)c2ccco2)c(OC)cc1NC(=O)CSc1ncc(-c2ccc(F)cc2)[nH]1	-9	-0.4%	0	4	0	-11	-7	-0.4	-1
NNC(=O)Cn1nc(-c2ccccc2)c2ccccc2c1=O	10	1.6%	1	1	3	2	24	1.3	17
CC1CC(NS(=O)(=O)c2cc3c4c(c2)CCN4C(=O)CC3)CC(C)(C)C1 (stereo not drawn)	-17	0.8%	-3	4	-15	-18	-10	-0.3	8
Cn1c(SCC(=O)Nc2cc(=O)n(C)c(=O)n2C)nnc1-c1cccs1	-1	-0.9%	5	1	-4	x	-5	-0.3	5
CCOC(=O)c1c(NC(=O)/C=C/C(=O)O)sc(C)c1-c1ccc(Cl)cc1	3	-1.2%	5	1	5	-17	-8	-0.2	5
COCC(=O)NC1CCN(S(=O)(=O)c2cccc(C(C)=O)c2)CC1	-5	0.2%	1	0	2	10	-3	0.9	10
Cc1cccc([N+](=O)[O-])c1NC(=O)CN(Cc1ccccc1)Cc1ccccc1	-1	-0.2%	-10	4	-2	27	8	1.2	19
COc1ccc2c(c1)c1nc3ccccc3nc1n2Cc1ccc(OC)c(OC)c1	-16	3.6%	10	11	-6	-5	5	1.8	4
COc1ccc(C)cc1NC(=O)CCNC(=O)c1ccco1	-4	0.3%	1	4	-2	-12	-1	-1.9	-1
CCN1C(=O)[C@H]2[C@@H](c3ccc(-c4ccc(F)cc4)cc3)N[C@@](Cc3ccccc3)(C(=O)OC)[C@H]2C1=O	-2	0.5%	1	3	-8	x	5	2.0	6
CSc1ccc(CCNC(=O)C(C)n2c(C)c3cnn(-c4ccccc4)c(=O)c3c2C)cc1 (stereo not drawn)	7	-1.1%	-5	-3	0	x	x	-0.5	2
CCCCOC(=O)c1ccc(NS(=O)(=O)c2c(C)nc3scc(C)n3c2=O)cc1	5	-0.4%	0	10	3	-10	x	-1.1	-4
O=C(O)CC(NC(=O)CC(c1ccccc1)c1ccccc1)c1cccc([N+](=O)[O-])c1 (stereo not drawn)	1	1.4%	-3	2	-8	5	-28	-0.6	4
Cc1ccccc1OCC(=O)NC(=S)Nc1ccc(N2CCOCC2)c(Cl)c1	-22	1.3%	2	3	-6	-3	-1	-0.4	1
Cc1ccc2nc(Cl)c(/C=N/n3c(C)nnc3C)cc2c1	12	3.1%	1	-2	5	-19	5	-0.3	-1
O=C(O)CN1C2=NCCCN2c2ccccc21	9	-1.8%	3	3	-7	10	-4	1.1	0
CC(=O)Nc1ccc(-n2c(=O)c3ccccc3c3ccccc3c2=O)cc1	-13	0.9%	-5	3	-1	-34	-5	-0.1	1
O=[N+]([O-])c1ccc(-[n+]2ccc3ccccc3c2)c([N+](=O)[O-])c1	-12	0.2%	2	2	-8	x	-13	0.2	-12
O=C(Cn1nc2n(c1=O)-c1ccccc1SC2)N/N=C/c1cccs1	11	3.3%	-3	1	1	-16	41*	-0.4	-21
O=C(NC1CCCN(c2ccc(C(F)(F)F)cn2)C1)c1cc(Cl)ccc1F (stereo not drawn)	-2	-0.2%	-10	3	-3	-31	-6	1.5	9
COc1ccc(C(=O)NC(=S)Nc2ccccc2N2CCCCC2)cc1[N+](=O)[O-]	-8	1.5%	2	1	-8	-14	2	2.7	10
CN(C)c1ccc(/C=N/n2c(-c3cccnc3)n[nH]c2=S)cc1	1	4.1%	-1	0	3	-1	-6	-0.7	18
Cc1ccc(NC(=O)c2ccccc2[N+](=O)[O-])nc1	-1	3.4%	2	0	-6	-8	-1	-0.1	13

Part of the list above, reformatted.
SMILES | D1 antag | RXFP1 ag | TRHR PAM | D1 agonist | D1 potentiator | RXFP1 antag | D2 antagonist | D2 agonist | D2 PAM
Cc1ccccc1OCC(=O)NC(=S)Nc1ccc(N2CCOCC2)c(Cl)c1 | -22 | 1.3% | 2 | 3 | -6 | -3 | -1 | -0.4 | 1
Cc1ccc2nc(Cl)c(/C=N/n3c(C)nnc3C)cc2c1 | 12 | 3.1% | 1 | -2 | 5 | -19 | 5 | -0.3 | -1

(more compounds)
SMILES	D1 antag	RXFP1 ag	TRHR PAM	D1 agonist	D1 potentiator	RXFP1 antag	D2 antagonist	D2 agonist	D2 PAM
Cc1cccc(C(=O)N2CCc3cc(CNC(=O)c4ccco4)ccc32)c1	-8	0.9%	3	-1	-1	u	x	0.5	1
O=C(/C=C/Nc1ccc(Oc2ccccc2Cl)cc1)c1ccco1	5	-1.7%	-7	5	1	-15	x	x	x
O=C(NCc1cccs1)C(=O)NCC(c1ccco1)N1CCN(c2ccccc2F)CC1 (stereo not drawn)	21	-0.9%	5	0	1	1	-1	9.3	0
O=C(Nc1csnn1)c1csnn1	-8	5.7%	4	4	-1	-4	-13	7.6	3
Cc1c(C(=O)Nc2ccc(S(N)(=O)=O)cc2)oc2ccc(Cl)cc12	2	u	0	2	2	-20	-25	1.3	-5

In the list so far, five contain an aryl thioether with sulfur outside any ring:
SMILES	D1 antag	RXFP1 ag	TRHR PAM	D1 agonist	D1 potentiator	RXFP1 antag	D2 antagonist	D2 agonist	D2 PAM
CC(C)(C)c1nc(Sc2ncccc2[N+](=O)[O-])n[nH]1	-11	-2.4%	5	5	-7	-15	6	0.6	-11
Cn1c(Cn2c(=O)sc3ccccc32)nnc1SCC(=O)N1CCN(c2ccccc2)CC1	4	0.9%	8	0	2	x	-15	-0.6	6
COc1cc(NC(=O)c2ccco2)c(OC)cc1NC(=O)CSc1ncc(-c2ccc(F)cc2)[nH]1	-9	-0.4%	0	4	0	-11	-7	-0.4	-1
Cn1c(SCC(=O)Nc2cc(=O)n(C)c(=O)n2C)nnc1-c1cccs1	-1	-0.9%	5	1	-4	x	-5	-0.3	5
CSc1ccc(CCNC(=O)C(C)n2c(C)c3cnn(-c4ccccc4)c(=O)c3c2C)cc1 (stereo not drawn)	7	-1.1%	-5	-3	0	x	x	-0.5	2

Only part of the results is shown; count on the stated rates, not on these rows.
